# Assay outcomes deposited in PubChem BioAssay by The Scripps Research Institute Molecular Screening Center.
# V1R ag counter: agonists of human V1a receptor, primary screen, counter-screen for OXTR agonist project, fluorescence, CHO-V1R cells; Vasopressin V1a receptor (Homo sapiens), P37288; Fluo-8 calcium fluorescence, agonist mode; 0% DMSO, 100% 3 nM vasopressin; activation, % at 3 µM; 320,000 tested, 0.25% active; AID 2797, 2010;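 active = activation above the mean activation of all tested compounds plus 3 SD, per screening run, cut at about 20% in these data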;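 also: signal is peak over basal fluorescence ratio across a 100 second FLIPR read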
# Target sequence (P37288 whole entry, looked up): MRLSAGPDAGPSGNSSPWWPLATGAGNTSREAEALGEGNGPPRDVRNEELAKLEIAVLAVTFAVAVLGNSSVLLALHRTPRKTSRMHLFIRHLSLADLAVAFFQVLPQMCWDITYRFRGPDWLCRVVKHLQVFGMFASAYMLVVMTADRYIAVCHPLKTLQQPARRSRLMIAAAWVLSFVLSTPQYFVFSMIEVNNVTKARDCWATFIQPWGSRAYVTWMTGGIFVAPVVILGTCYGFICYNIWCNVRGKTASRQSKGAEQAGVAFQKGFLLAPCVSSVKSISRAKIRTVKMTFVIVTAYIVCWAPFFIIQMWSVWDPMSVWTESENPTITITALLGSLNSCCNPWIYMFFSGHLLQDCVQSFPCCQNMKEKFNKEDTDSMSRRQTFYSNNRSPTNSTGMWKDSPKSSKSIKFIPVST
# CHO parental Ca: ATP-evoked calcium signal inhibitors, parental CHO, primary screen, counter-screen for OX1R antagonist project, cell-based, fluorescence, Fluo-8 calcium dye | parental CHO-K1, ATP-induced calcium, Fluo-8 fluorescence | inhibition, % at 5.6 µM | 330,000 tested, 0.63% active;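 active = inhibition above that plate's mean sample inhibition plus 3 SD, cut at about 26% in these data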;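 also: 0% = ATP-challenged DMSO wells and 100% = DMSO wells without ATP; some compounds past the cut are filed as inactive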
#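 Material: Parental CHO cells | Reagent: ATP | Compound dosing: Single nominal dose of 5.6 µM per compound | Detection: Intracellular calcium via Fluo-8 no-wash fluorescent dye | Read-out: % inhibition of ATP-induced calcium mobilization | Benchmarks: Low control ATP plus DMSO, high control DMSO only | Replicates: Singlicate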
# CHO-K1 Ca ag: counter-screen for M1 agonists: effect in parental CHO-K1 cells; Fluo-8 calcium fluorescence; scaled to maximal ATP response, vehicle zero; AID 602248, 2012; 360,000 tested, 0.48% active; activation, % at 3 µM; in the data active = activation above about 15%;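 also: untransfected CHO-K1 host cells lacking M1 receptor as counterscreen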
# GPR7 antag: GPR7 receptor antagonists, primary screen, cell-based, fluorescence, single concentration; GPR7-expressing cells, fluorescence antagonist assay; inhibition, % at 4.4 µM; Neuropeptides B/W receptor type 1 (Homo sapiens), P48145; 290,000 tested, 1.1% active; in the data active = inhibition above about 16%, passing the limit was not always enough;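 also: cells stimulated with the agonist NPW; 0% = agonist with vehicle and 100% = vehicle without agonist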
# Target sequence (P48145 whole entry, looked up): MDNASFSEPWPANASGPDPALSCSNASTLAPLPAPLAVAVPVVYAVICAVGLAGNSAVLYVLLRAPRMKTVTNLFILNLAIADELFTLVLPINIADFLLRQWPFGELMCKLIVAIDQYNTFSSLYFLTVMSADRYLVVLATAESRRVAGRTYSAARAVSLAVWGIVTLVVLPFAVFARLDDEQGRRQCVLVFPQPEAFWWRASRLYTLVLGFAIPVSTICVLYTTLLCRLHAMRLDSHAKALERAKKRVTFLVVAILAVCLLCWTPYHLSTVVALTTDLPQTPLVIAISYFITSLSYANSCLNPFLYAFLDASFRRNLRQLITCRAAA
# OXTR potentiator: human OXTR potentiators, primary screen, fluorescence, CHO-OTR cells, Fluo-8 calcium. Fluo-8 calcium fluorescence, potentiator mode; 0% = oxytocin EC15, 100% = EC100. activation, % at 3 µM. 320,000 tested, 0.061% active. AID 2445, 2010;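 active = activation above that plate's cutoff, the mean activation of tested compounds plus 3 SD, cut at about 6.6% in these data, passing the limit was not always enough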;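 also: 100% uses oxytocin at 75 nM as the full agonist control; some results filed as inactive read as strong as hits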
#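 Dosing: Single dose, 3.0 µM nominal final compound concentration | Material: Human OTR in CHO cells | Technique: Kinetic Fluo-8 calcium fluorescence | Benchmarks: EC15 oxytocin alone as 0%, 75 nM oxytocin as 100% | Probe or stimulus: Oxytocin at about EC15, sub-maximal agonist stimulus | Incubation: Compound 6 min at room temperature before oxytocin, 100 s read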
# CHO-K1 Ca PAM: nonselective calcium activators in parental CHO-K1 cells, primary screen, counter-screen for M1 PAM project, cell-based, Fluo-8 calcium fluorescence, full deck, 1536-well; ATP EC20; 0% at ATP EC20, 100% at ATP max; activation, % at 3 µM; 360,000 tested, 0.02% active;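 active = activation above the run cutoff, the mean activation of all test compounds plus 3 SD, cut at about 40% in these data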;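 also: peak over basal fluorescence ratio in a 140 s read after ATP addition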
# OXTR ag: human OXTR agonists, primary screen, fluorescence, CHO-OTR cells, Fluo-8 calcium | Oxytocin receptor (Homo sapiens), P30559 | Fluo-8 calcium fluorescence; normalized: DMSO 0%, oxytocin 100% | activation, % at 3 µM | 320,000 tested, 0.32% active;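 active = activation above the mean of all tested compounds plus 3 SD, cutoff set per screening run, cut at about 20% in these data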;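 also: peak over basal fluorescence ratio from a 100 s FLIPR kinetic read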
# TAAR1 antag: human TAAR1 antagonists, primary screen, Fluo-8 calcium fluorescence, CHO RD-HGA16 cells; Trace amine-associated receptor 1 (Homo sapiens), Q96RJ0; antagonist; 360,000 tested, 1.5% active; inhibition, % at 3 µM;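 active = inhibition above a per-plate cutoff, the mean inhibition of test compounds on that plate plus 3 SD, cut at about 49% in these data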;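 also: 0% = DMSO plus EC80 beta-PEA response and 100% = DMSO alone without agonist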
# Target sequence (Q96RJ0 whole entry, looked up): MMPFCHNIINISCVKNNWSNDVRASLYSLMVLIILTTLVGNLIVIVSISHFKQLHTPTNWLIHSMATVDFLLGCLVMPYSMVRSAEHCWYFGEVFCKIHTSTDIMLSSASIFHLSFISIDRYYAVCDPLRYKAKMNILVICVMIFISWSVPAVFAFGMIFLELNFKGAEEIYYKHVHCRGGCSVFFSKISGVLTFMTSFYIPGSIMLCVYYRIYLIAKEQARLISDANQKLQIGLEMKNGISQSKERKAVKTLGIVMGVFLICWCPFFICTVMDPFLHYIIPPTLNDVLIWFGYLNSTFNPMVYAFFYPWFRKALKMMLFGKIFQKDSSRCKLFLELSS
#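 Assay system: RD-HGA16 CHO cells with stable hTAAR1 and Gα16 / Reagent: EC80 β-phenethylamine stimulus / Doses: 3 µM, single point / Timing: dye loading 75 min at 37 °C, then 30 min room temperature / Measured by: Fluo-8 intracellular calcium dye fluorescence, real-time kinetic reads / Controls: vehicle wells and EC80 agonist wells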
# CHO-K1 Ca antag: counter-screen for M1 antagonists: effect in parental CHO-K1 cells. ATP-induced calcium, Fluo-8 fluorescence. inhibition, % at 3 µM. 360,000 tested, 0.6% active. AID 602250;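 active = inhibition above a per-plate cutoff, the plate's mean sample inhibition plus 3 SD, cut at about 24% in these data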;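 also: 0% = DMSO plus EC80 ATP and 100% = DMSO alone without ATP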
# Starred values were filed as active, the others as inactive; . = not tested or not shown.
Compound	CHO-K1 Ca antag	OXTR potentiator	GPR7 antag	TAAR1 antag	CHO-K1 Ca PAM	OXTR ag	CHO parental Ca	CHO-K1 Ca ag	V1R ag counter
COc1cccc(C(=O)N2CCN(Cc3ccccc3[N+](=O)[O-])CC2)c1	10.8	-2.6	-4.3	9.0	-15.2	0.4	-1.6	0.3	4.3
Cc1ccn2cc(-c3cccc(NC(=O)CCC(=O)O)c3)nc2c1	3.8	-12.2	5.0	2.9	-11.4	-0.2	-1.0	0.5	-0.8
C=CCN(c1ccccc1)S(=O)(=O)c1ccc2c(c1)oc(=O)n2C	5.3	-7.2	-5.4	5.3	12.4	0.3	-7.1	5.0	2.1
COc1cc2c(cc1OC)C(c1ccccc1O)NCC2 (stereo unspecified)	-5.8	-5.8	-13.5	-4.6	10.8	0.7	-17.8	-0.3	-0.3
O=C(CC1C(=O)NCCN1Cc1ccc(F)cc1Cl)NCc1ccon1 (stereo unspecified)	-2.8	-3.7	-3.8	-27.9	15.6	1.0	-1.1	0.2	0.4
CCC(C)/C(C)=N/Nc1ccc(S(N)(=O)=O)cc1[N+](=O)[O-] (stereo unspecified)	10.7	-19.4	-17.6	-4.8	-14.8	-2.1	21.5	6.4	0.1
O=C(c1cc(-c2ccccc2)nn1-c1ccccc1)N1CCN(S(=O)(=O)c2ccc(F)cc2)CC1	9.4	1.8	.	24.9	5.6	-1.2	-6.4	3.7	0.2
COc1ccc(C2CC(c3ccc(OC)c(OC)c3)=NN2C(=O)c2ccccc2)cc1 (stereo unspecified)	-12.2	-4.9	-20.4	-12.9	16.8	0.1	8.4	-0.4	1.2
O=C(CCc1nc(-c2ccccc2)no1)NCCc1ccccc1	-20.7	-4.6	-6.1	.	8.8	-0.5	-13.9	4.4	4.6
Cc1ccc(C(=O)Oc2cccc(NC(=O)c3cccs3)c2)cc1S(=O)(=O)N1CCOCC1	0.0	-19.1	-3.5	57.1*	4.6	-2.1	15.7	3.0	0.0
Cc1ccc(CN(Cc2cc3cc4c(cc3[nH]c2=O)OCCO4)Cc2nnnn2Cc2ccco2)cc1	-17.0	-2.9	-1.2	9.4	5.5	-1.2	-12.4	-0.7	-0.7
CC(Sc1ccc(S(=O)(=O)N2CCN(C)CC2)cn1)C(=O)Nc1cccc(Cl)c1Cl (stereo unspecified)	-10.2	.	.	0.4	5.9	.	.	2.3	.
C[N+]1(CCOc2ccc([N+](=O)[O-])cc2)CCOCC1	9.3	-4.8	-0.2	5.4	-6.0	3.6	-6.4	0.1	0.5
CN1C(=S)SC(/[N+]([O-])=C\c2ccccc2F)C1(C)C (stereo unspecified)	-17.8	-3.1	-9.2	-21.2	25.6	1.1	-10.8	1.9	1.2
O=C(NN1C(=O)/C(=C\c2cccnc2)SC1=S)C(c1ccccc1)c1ccccc1	18.6	-3.7	-0.1	45.5	-13.3	-0.5	-10.6	0.7	0.1

# Structures from the list above that contain a Cl atom, in the order listed:
Compound	CHO-K1 Ca antag	OXTR potentiator	GPR7 antag	TAAR1 antag	CHO-K1 Ca PAM	OXTR ag	CHO parental Ca	CHO-K1 Ca ag	V1R ag counter
O=C(CC1C(=O)NCCN1Cc1ccc(F)cc1Cl)NCc1ccon1 (stereo unspecified)	-2.8	-3.7	-3.8	-27.9	15.6	1.0	-1.1	0.2	0.4
CC(Sc1ccc(S(=O)(=O)N2CCN(C)CC2)cn1)C(=O)Nc1cccc(Cl)c1Cl (stereo unspecified)	-10.2	.	.	0.4	5.9	.	.	2.3	.

# Next part
Compound	CHO-K1 Ca antag	OXTR potentiator	GPR7 antag	TAAR1 antag	CHO-K1 Ca PAM	OXTR ag	CHO parental Ca	CHO-K1 Ca ag	V1R ag counter
CCCC(=O)Nc1cc(C)c(NC(=O)c2ccccn2)cn1	4.1	-5.2	-8.7	-3.7	8.6	-0.2	-13.7	0.2	0.1
CC/C(=N\NC(N)=O)c1ccc(OC(F)F)cc1	-12.6	-4.1	-11.2	-36.5	-2.2	-0.8	-11.9	0.5	0.8
O=C(/C=C/c1ccc2c(c1)OCO2)Nc1nc2ccccc2s1	1.7	-2.8	-1.9	-14.0	0.5	-0.6	-0.7	0.2	0.0
COc1ccc(-c2cc(=O)c3ccccc3[nH]2)cc1	-11.8	-7.7	-1.7	6.2	19.6	-0.1	-11.2	-0.5	1.4
Cc1cccc(N(C(=O)c2sc(C)nc2C)C(C(=O)NCC2CCCO2)c2ccccc2)c1 (stereo unspecified)	0.2	-1.1	-10.3	5.1	15.3	-0.2	-9.8	-0.1	-0.7
CCNc1nc(NCC)nc(N/N=C/c2ccc(O)c(OC)c2)n1	-17.8	-2.9	-6.8	-12.5	20.1	-1.2	-6.5	2.2	0.1
CC(c1ccco1)N(C(=O)COc1ccccc1[N+](=O)[O-])c1ccccn1 (stereo unspecified)	0.4	-7.1	0.4	2.9	-1.6	-0.6	-9.4	-0.2	0.4
O=C(CSc1nc2c(cnn2-c2ccccc2)c(=O)[nH]1)NCC1CCCO1 (stereo unspecified)	-12.5	-6.0	.	-5.2	24.6	0.3	-6.0	1.7	0.6
O=C1c2ccccc2C(=O)N1CCC(c1ccc(F)cc1)c1ccco1 (stereo unspecified)	-5.5	-9.1	-9.0	-7.9	17.3	-1.9	-27.6	-0.1	-1.2
CC(CCN1CCOCC1)c1ccccc1 (stereo unspecified)	4.4	.	-12.1	-30.5	7.7	.	.	0.2	.
CCN(CC)c1ccc(C(=O)OCC(=O)Nc2ccc3[nH]c(=O)[nH]c3c2)cc1	-6.2	-15.5	10.7	3.8	23.8	-0.5	-1.5	2.5	0.3
CCN1CCN(C(CNS(=O)(=O)c2ccc(OC)c(C)c2)c2cccnc2)CC1 (stereo unspecified)	-5.0	7.3	-11.1	-22.2	8.3	-0.5	-12.3	1.0	0.6
O=C([C@H](O)c1ccccc1)N1CCC[C@H]1CO	0.2	-2.6	-6.1	-12.6	18.5	0.6	-1.1	0.5	0.4
CCOC(=O)/C(C#N)=C/c1c(N2CCN(Cc3ccc4c(c3)OCO4)CC2)nc2c(C)cccn2c1=O	-3.2	-1.8	-15.7	9.5	-7.9	-0.5	-21.7	1.4	1.8
O=C(CCNS(=O)(=O)c1cccc2nsnc12)NCCC1=CCCCC1	-10.3	-25.1	4.4	-9.3	8.4	-1.9	-10.2	0.0	-1.3

# The list goes on:
Compound	CHO-K1 Ca antag	OXTR potentiator	GPR7 antag	TAAR1 antag	CHO-K1 Ca PAM	OXTR ag	CHO parental Ca	CHO-K1 Ca ag	V1R ag counter
O=[N+]([O-])c1ccc(NN=Cc2ccc(O)cc2)nc1	-4.7	.	.	14.6	6.3	.	.	1.1	.
CCC(=O)Nc1cccc(-c2cnc3ccccc3n2)c1	0.4	0.9	-8.9	5.6	11.5	-0.6	-11.7	0.7	-0.5
COc1ccc(C(C(=O)NC2CCCC2)N(C(=O)c2ccco2)c2cc3c(cc2C(C)=O)OCO3)cc1OC (stereo unspecified)	0.5	-1.6	3.1	-6.8	-9.5	-0.2	-0.6	-0.9	-0.2
Cc1ccc(S(=O)(=O)Nc2cccc(S(=O)(=O)N3CCCC3)c2)cc1C	2.3	.	.	-24.7	21.6	.	.	2.1	.
Cc1onc(-c2ccccc2Cl)c1C(=O)Nc1nnc(Cc2ccc(Cl)cc2)s1	-4.4	-8.8	-9.9	9.1	7.7	0.2	-17.4	-0.2	1.1
O=c1oc2ccccc2c2c1nnn2CCO	-10.5	-4.0	-9.1	-8.6	9.9	0.9	-12.2	0.3	0.8
Cc1cc(C)n2nc(C(=O)Nc3nnc(C4CC4)s3)nc2n1	12.8	-15.0	1.8	-2.8	-4.6	1.4	-10.2	-0.3	0.6
CN(C(=O)COC(=O)CNC(=O)C12CC3CC(CC(C3)C1)C2)C1CCS(=O)(=O)C1 (stereo unspecified)	-8.1	-4.9	-3.6	-8.4	12.0	1.4	0.7	0.0	1.3
CC(C)(C)c1ccc(S(=O)(=O)NCC(=O)Nc2sc3c(c2C(N)=O)CCCC3)cc1	7.8	-15.0	-8.9	5.9	-10.2	0.9	-10.3	-0.4	-0.4
CC(C)CC1C2C(=O)N(c3ccccc3)C(=O)C2ON1c1ccccc1 (stereo unspecified)	1.3	-9.5	-6.8	1.1	-9.0	-2.8	-7.2	0.1	-1.3
COc1ccc(C(=S)N2CCN(C)CC2)cc1Br	-15.3	-27.3	3.8	5.0	15.1	0.2	-10.2	-0.2	-0.3
COc1ccc(C(=O)CC(C#N)c2ccc3c(c2)OCO3)cc1OC (stereo unspecified)	-1.2	.	.	-23.1	-15.1	.	.	3.6	.
COc1ccc(CCNC(=O)CSc2nnnn2-c2ccccc2OC)cc1OC	-6.3	-9.5	-10.2	1.0	15.7	-1.6	-13.4	0.3	1.1
Cc1c(Cl)cnc(NC(=O)COC(=O)C2CC3CCCC(C2)C3=O)c1Cl (stereo unspecified)	-16.3	-10.4	.	4.1	11.8	-0.1	-16.4	1.5	1.2
Cc1ccc(C(=O)N/N=C/c2ccc(-c3ccccc3[N+](=O)[O-])o2)cn1	-5.9	-1.0	-2.2	21.3	15.7	1.2	-10.8	2.4	0.2

# Next entries
Compound	CHO-K1 Ca antag	OXTR potentiator	GPR7 antag	TAAR1 antag	CHO-K1 Ca PAM	OXTR ag	CHO parental Ca	CHO-K1 Ca ag	V1R ag counter
Cc1ccc(NC(=O)c2ncn(CCCNCC(C)c3ccccc3)n2)cc1C (stereo unspecified)	-15.9	.	.	-4.2	15.9	.	.	2.1	.
COc1ccc(S(=O)(=O)Nc2cc(Cl)ccc2-n2cncn2)cc1	-12.1	-5.2	.	-2.5	6.5	0.6	-9.7	0.7	0.9
CNc1ncnc2c1ncn2[C@H]1CN(C2CCCC2)C[C@@H](CO)O1	-7.9	.	.	-3.8	21.6	.	.	0.2	.
Fc1ccccc1NC(=S)Nc1ccc(Br)cc1	4.4	-12.0	-2.4	12.6	12.9	5.9	-0.3	9.8	4.1
CN(C)C(=O)c1cc(C(=O)c2ccc(F)cc2Cl)c[nH]1	5.6	-6.4	-2.3	-6.6	-16.4	2.4	-6.2	0.4	1.5
COc1ccccc1C(CC(=O)O)c1ccc2c(c1)OCO2 (stereo unspecified)	-10.2	1.5	-14.2	-24.5	16.3	0.4	-6.5	0.1	0.9
CSC1=NCCN1C(=O)C(C)Oc1ccccc1 (stereo unspecified)	-8.1	-3.7	-6.5	17.2	1.9	-0.4	5.7	-0.1	-0.2
